# Screening results deposited in PubChem by Broad Institute.
# FN deposit inh – inhibitors of fibronectin matrix deposition, primary screen, AH1F cells, Alexa488-fibronectin fluorescence, plate reader; AH1F fibroblasts, overnight; inhibition, % at 12.6 µM; 0.086% of 350,000 active; AID 743247, 2014;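 active means mean inhibition across replicates of 30% or more, regardless of how many single replicates reach that level; inconclusive means mean under 30% yet at least half of replicates reach 30%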;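 further: positive control wells lacked labelled fibronectin entirely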
#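 Assay system: AH1F fibroblasts / Quantity: 10000 cells per well / Medium: DMEM plus 2% serum, read in PBS / Reagent: labelled fibronectin 24 nM / Dosing: single dose, pinned / Times: 1 h cell attachment, overnight exposure to compound and label / Signal: fluorescence, ex 485 nm, em 525 nm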
# esBAF inh – Bmi1 luciferase reporter increase in mESCs, primary screen, esBAF inhibitor project, mouse ES cells, Bmi1 luciferase knock-in, single point; 24 h; 100% = twice the neutral-well signal; reporter increase, % at 12.5 µM; 2% of 350,000 active; in the data active means activation above about 40%; inconclusive means no clear call, values can overlap the other calls;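 further: 0% = median of the plate's neutral control wells and 100% = double that signal; a rise in the Bmi1 reporter signal indicates esBAF inhibition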
# S100A4 inh HTS – inhibitors of S100A4-myosin IIA peptide binding, primary screen, biochemical, fluorescence polarization, TAMRA-MyoIIA peptide; Protein S100-A4 (Homo sapiens), P26447; inhibition, % at 10.7 µM; 0.14% of 360,000 active; AID 652163, 2013;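 active means mean inhibition of at least 70% across replicates, with every replicate also reaching that level; inconclusive means mean inhibition reaches 70% but some replicates fall short; inactive means mean inhibition below 70%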
# Target sequence (P26447 whole entry, looked up): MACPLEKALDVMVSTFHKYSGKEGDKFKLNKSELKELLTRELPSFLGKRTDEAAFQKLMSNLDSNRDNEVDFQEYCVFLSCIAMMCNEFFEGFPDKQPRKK
#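 Material: S100A4 monomer protein / Buffer or medium: 50 mM HEPES pH 7.2, 10 mM CaCl2, 100 mM KCl / Times: 5 min incubation before reading / Benchmarks: neutral control DMSO, positive control TFP / Reagent: labelled myosin peptide probe, 5 nM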
# C2C12 statin – suppressors of statin myotoxicity in C2C12 myotubes, primary screen, cell-based, single point, plate reader. 0.78% of 330,000 active. C2C12 myotubes + simvastatin, ATP luminescence, 48 h; scaled: DMSO 0, geranylgeraniol control 100. rescue of ATP level, % at 7.49 µM;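 active means mean ATP rescue above about 67%, or every replicate alone reaching that limit, limit read from the data, passing the limit was not always enough; inconclusive means no clear call, values can overlap the other calls; inactive means mean under the limit and some replicate under it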;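 further: myotubes were challenged with 10 µM simvastatin during compound exposure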
# LGR2 antag – inhibitors of bursicon-induced LGR2 CRE-luciferase signal, primary screen, cell-based, HEK293, CRE-luciferase reporter, bursicon stimulation | 0.35% of 380,000 active | Drosophila bursicon receptor LGR2 (rickets) | inhibition, % at 9.99 µM | bursicon-stimulated, 4 h;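 active means drop in luminescence signal, shown as inhibition above about 50% in the replicate tests, limit read from the data, passing the limit was not always enough; inconclusive means probably only some replicates passing the limit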;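 further: agonist challenge used bursicon conditioned medium at about half maximal strength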
# SIRT5 inh – SIRT5 desuccinylase inhibitors, primary screen, biochemical, fluorescence imaging, single point, set 5. NAD-dependent protein deacylase sirtuin-5, mitochondrial (Homo sapiens), Q9NXA8. Purified SirT5, succinyl-peptide AMC, trypsin-coupled fluorescence. inhibition, % at 15 µM. 1.1% of 330,000 active. AID 652115, 2013; in the data active means inhibition above about 15%; inconclusive means no clear call, values can overlap the other calls
# Target sequence (Q9NXA8 whole entry, looked up): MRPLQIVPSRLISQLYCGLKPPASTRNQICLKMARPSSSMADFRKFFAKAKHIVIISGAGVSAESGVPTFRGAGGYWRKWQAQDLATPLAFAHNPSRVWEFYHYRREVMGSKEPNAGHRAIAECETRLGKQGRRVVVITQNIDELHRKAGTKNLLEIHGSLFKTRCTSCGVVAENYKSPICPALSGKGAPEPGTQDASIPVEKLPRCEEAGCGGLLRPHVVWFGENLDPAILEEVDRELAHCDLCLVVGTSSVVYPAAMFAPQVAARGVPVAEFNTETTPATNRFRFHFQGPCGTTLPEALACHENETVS
# CASP6 VEID inh – human caspase-6 inhibitors, primary screen, biochemical, VEID-R110 fluorescence, single point, set 2 | purified caspase-6, Z-VEID-R110 cleavage fluorescence | inhibition, % at 12.5 µM | 0.53% of 350,000 active;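 active means mean inhibition across replicates at least about 35%, with every replicate also reaching that limit, limit read from the data; inconclusive means only one of the two criteria met; inactive means neither criterion met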;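 further: 0% = median of neutral control wells and 100% = no fluorescence left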
# Target sequence (P55212 24-179 limits assumed): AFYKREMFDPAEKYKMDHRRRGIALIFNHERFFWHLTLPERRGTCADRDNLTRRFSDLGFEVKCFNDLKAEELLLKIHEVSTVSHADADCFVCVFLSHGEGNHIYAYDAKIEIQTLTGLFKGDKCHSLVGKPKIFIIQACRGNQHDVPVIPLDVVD
# Target sequence (P55212 194-293 limits assumed): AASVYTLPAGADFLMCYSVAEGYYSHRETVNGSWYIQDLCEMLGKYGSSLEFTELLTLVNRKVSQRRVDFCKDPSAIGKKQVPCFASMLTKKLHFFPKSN
# * = called active by the depositor; ? = inconclusive; · = not tested or not shown; & = joins results of further samples. The list is partial; the hit share may differ from the screen's.
No.	Molecule	SIRT5 inh	S100A4 inh HTS	esBAF inh	C2C12 statin
1	COc1ccc2c3c(n(C)c2c1)[C@H](CO)N(Cc1ccccc1Cl)CC31CCN(C(C)=O)CC1	4.8	8.8	·	·
2	CCCNC(=O)N(C)C[C@H]1Oc2cc(C#C[C@H](C)O)ccc2S(=O)(=O)N([C@@H](C)CO)C[C@H]1C	-3.2	1.0	6.4	4.1
3	CC(C)NC(=O)N1CC2(C1)[C@@H](c1ccccc1)[C@H](CO)N2C(=O)C1CC1	-13.9	3.4	·	·
4	C(=C\c1ccccc1)/CSc1nc2ncccc2[nH]1	-2.8	-4.0	?	-3.1
5	C=CCSc1nnc(NC(=O)c2ccc(Cl)nc2)s1	·	·	37.5	11.0
6	CC1CCc2sc(C(=O)NCC(C)(C)N3CCOCC3)cc2C1 (stereo not drawn)	2.4	-2.9	·	·
7	Cc1ccc(Cl)cc1NC(=O)COC(=O)c1ccc(CN2CCCC2=O)cc1	-1.5	-13.9	8.8	1.1
8	C[C@H](CO)N1C[C@H](C)[C@H](CN(C)C(=O)c2ccncc2)Oc2ncc(C3=CCCCC3)cc2C1=O	-1.9	1.4	-4.3	9.8
9	COCCNc1nc2c(c(=O)n(Cc3ccc(OC)cc3)c(=O)n2C)n1C	·	·	3.2	9.3
10	CC(C)Oc1ccc(C(=O)OCC(=O)NCCNC(=O)COC(=O)c2ccc(OC(C)C)cc2)cc1	2.2	-8.9	-2.7	0.8
11	CCCNC(=O)N[C@@H]1CC[C@H](CCn2cc(C3CC3)nn2)O[C@@H]1CO	-0.4	-4.4	-1.0	0.4
12	O=C(C1CCC1)N1CC(=O)N2[C@H](CO)[C@@H](c3ccc(C#CCc4ccccc4)cc3)[C@H]2C1	4.5	3.6	·	·

No.	CASP6 VEID inh	LGR2 antag	FN deposit inh
1	4.7	0.9	·
2	1.1	-9.2	-2.3
3	1.4	10.9	-0.1
4	-0.2	-23.5	2.2
5	·	·	-2.9
6	16.0	-10.6	-6.1
7	-1.4	-10.6	-3.6
8	0.3	16.1	·
9	·	·	-0.6
10	-3.1	23.3	-2.9
11	2.6	-0.4	-8.5
12	1.0	10.9	-2.2

# Copied from the results shown, eight compounds:
No.	Molecule	SIRT5 inh	S100A4 inh HTS	esBAF inh	C2C12 statin
1	COc1ccc2c3c(n(C)c2c1)[C@H](CO)N(Cc1ccccc1Cl)CC31CCN(C(C)=O)CC1	4.8	8.8	·	·
2	CCCNC(=O)N(C)C[C@H]1Oc2cc(C#C[C@H](C)O)ccc2S(=O)(=O)N([C@@H](C)CO)C[C@H]1C	-3.2	1.0	6.4	4.1
3	CC(C)NC(=O)N1CC2(C1)[C@@H](c1ccccc1)[C@H](CO)N2C(=O)C1CC1	-13.9	3.4	·	·
4	C(=C\c1ccccc1)/CSc1nc2ncccc2[nH]1	-2.8	-4.0	?	-3.1
5	C=CCSc1nnc(NC(=O)c2ccc(Cl)nc2)s1	·	·	37.5	11.0
6	CC1CCc2sc(C(=O)NCC(C)(C)N3CCOCC3)cc2C1 (stereo not drawn)	2.4	-2.9	·	·
7	Cc1ccc(Cl)cc1NC(=O)COC(=O)c1ccc(CN2CCCC2=O)cc1	-1.5	-13.9	8.8	1.1
8	C[C@H](CO)N1C[C@H](C)[C@H](CN(C)C(=O)c2ccncc2)Oc2ncc(C3=CCCCC3)cc2C1=O	-1.9	1.4	-4.3	9.8

No.	CASP6 VEID inh	LGR2 antag	FN deposit inh
1	4.7	0.9	·
2	1.1	-9.2	-2.3
3	1.4	10.9	-0.1
4	-0.2	-23.5	2.2
5	·	·	-2.9
6	16.0	-10.6	-6.1
7	-1.4	-10.6	-3.6
8	0.3	16.1	·

# (more compounds)
No.	Molecule	SIRT5 inh	S100A4 inh HTS	esBAF inh	C2C12 statin
13	NC(=O)COC(=O)c1ccc(C(=O)C(=O)c2ccccc2)cc1	-5.5	7.5	·	·
14	COc1cccc(/C(C)=N/NC(=O)Cc2c(C)[nH][nH]c2=O)c1	-4.6	2.0	-1.0	-0.8
15	Cc1ccc(-n2c(=O)c(C#N)cc3c(=O)n4cccc(C)c4nc32)cc1	·	·	-4.3	-1.0
16	O=C(NCCCN1CCOCC1)C1CCCN(S(=O)(=O)N2CCCCC2)C1 (stereo not drawn)	1.7	-4.8	-3.0	-1.4
17	CC(=O)Nc1ccc(CN(C)c2c(C)nc3ccc(C(=O)N(C)Cc4ccco4)cn23)cc1	-0.6	0.8	-2.6	4.9
18	Cc1cccc(-n2c(Cc3cc(=O)[nH]c(=O)[nH]3)nnc2SC(C)C)c1	-0.4	5.2	-9.6	2.9
19	CCOC(=O)C(=O)c1csc(NC(=O)CCSc2ccc(C)cc2)n1	-0.8	-1.0	·	·
20	NS(=O)(=O)c1cccc(NC(=O)COC(=O)Cc2n[nH]c(=O)c3ccccc23)c1	0.5	4.8	4.6	-7.1
21	CCNc1nc(NCC)nc(Nn2cnnc2)n1	0.3	-3.6	-7.0	98.8*
22	C[C@H]1CN([C@@H](C)CO)C(=O)c2cc(NC(=O)Nc3ccc(F)cc3)ccc2O[C@@H]1CN(C)Cc1ccncc1	8.0	10.9	1.5	-18.5
23	CCc1nc2ccc(C(=O)NCc3ccc(OC)cc3)cn2c1N(C)Cc1ccc(OC)cc1	·	6.9	2.4	19.2
24	COc1cc([C@@H]2c3cc4c(cc3[C@H](O)[C@H]3COC(=O)[C@H]23)OCO4)cc(OC)c1OC	-1.5	-10.2&-0.5	-7.4	-45.3

No.	CASP6 VEID inh	LGR2 antag	FN deposit inh
13	·	-18.2	-8.7
14	-3.2	-15.0	-3.8
15	·	·	0.3
16	-3.7	15.0	3.9
17	-25.5	5.4	3.4
18	-0.2	-5.3	2.8
19	-2.2	-9.9	-1.8
20	5.4	-2.2	1.5
21	-1.3	-4.6	·
22	0.8	7.0	·
23	2.0	-15.8	-0.4
24	-5.6	-57.7	-29.5

# Continuation:
No.	Molecule	SIRT5 inh	S100A4 inh HTS	esBAF inh	C2C12 statin
25	CCOC(=O)CC(=O)CSc1ccc2nnc(-c3cccc(F)c3)n2n1	·	·	-3.5	-14.2
26	Cc1ccccc1NC(=O)CSc1nnc(C)c2ccccc12	-12.8	-0.8	9.8	3.8
27	COc1cccc(NC(=O)c2ccc3c(SCC(=O)O)c4c(nc3c2)CCCC4)c1	-4.5	6.5	·	·
28	O=C(O)/C=C\c1cn(-c2ccccc2)nc1-c1cc2ccccc2o1	-9.0	1.2	·	·
29	COc1ccc(S(=O)(=O)N(C)CC(=O)NCc2cccnc2)cc1Cl	0.3	-2.3	-10.0	18.7
30	NC(=S)NN=C1C2CC3CC(C2)CC1C3	-1.0	-3.6	·	·
31	COc1cccc(C(=O)Nc2ccccc2N2CCCC2)c1	·	·	-10.8	-3.3
32	COCCC(=O)N1CCC(Oc2ccc(C(=O)N3CCCCC3CCO)cc2)CC1 (stereo not drawn)	0.4	-0.7	1.8	-4.5
33	CCOc1ccc(N=C2C(=O)N(CN3CCOCC3)c3ccccc32)cc1	·	·	1.0	-5.5
34	CCCn1c(SCC(=O)N2CC(=O)Nc3ccccc32)nc2ccccc21	-4.2	-1.1	-2.9	-7.0
35	O=C(C[C@@H]1C[C@@H]2c3cc(NC(=O)NC4CCCCC4)ccc3O[C@@H]2[C@H](CO)O1)NC1CCCCC1	·	-14.3	·	·
36	CCCN(C(=O)c1cc(CC)c(C)s1)c1c(N)n(Cc2ccccc2)c(=O)[nH]c1=O	-8.7	-14.3	6.7	16.1

No.	CASP6 VEID inh	LGR2 antag	FN deposit inh
25	·	-7.4	1.2
26	-1.3	3.7	-10.6
27	9.7	-1.4	-11.0
28	3.9	-37.2	4.1
29	1.7	2.7	·
30	-1.1	13.8	·
31	·	·	0.5
32	-1.3	-8.1	-9.9
33	·	19.4	·
34	0.3	12.7	2.6
35	0.5	13.5	-3.6
36	-2.7	-5.1	-4.1

# The results go on:
No.	Molecule	SIRT5 inh	S100A4 inh HTS	esBAF inh	C2C12 statin
37	CN(C)S(=O)(=O)c1ccc(-n2cccc2)cc1	-5.6	-1.0	-9.6	-3.6
38	COc1ccc(NC(=O)N(C)C[C@H]2Oc3ncc(C#CCN(C)C)cc3C(=O)N([C@@H](C)CO)C[C@H]2C)cc1	1.7	15.6	-7.0	11.5
39	Cc1cccc(NCc2ccccc2)c1	2.9	-0.2	·	·
40	C[C@H](CO)N1C[C@H](C)[C@H](CN(C)C)Oc2c(NC(=O)C3CC3)cccc2C1=O	3.2	7.7	-2.5	-3.7
41	CCC(=O)N[C@H]1CC[C@@H](CCNC(=O)Nc2ccc(F)cc2)O[C@H]1CO	-2.7	9.2	-1.9	-0.8
42	O=C(C[C@@H]1C[C@H]2c3cc(NC(=O)C4CCOCC4)ccc3O[C@H]2[C@@H](CO)O1)NCc1ccc2c(c1)OCO2	-0.1	2.4	0.7	4.8
43	Cc1cccn2c(=O)c(/C=C(\C#N)C(N)=O)c(N3CCCCCC3)nc12	0.3	-4.3	9.0	66.4
44	COc1ccc(SC[C@H](Cc2ccccc2)N2CC[C@@H](C(C)(C)C)CCC2=O)cc1	·	1.1	0.6	-4.7
45	O=C(c1ccc(S(=O)(=O)Nc2ccccc2)cc1)N1CCC1	-3.2	3.3	2.3	4.0
46	Cc1ccc(Cc2c(-c3ccccc3)nc3cc(C)ccn23)cc1	-7.8	-4.3	41.9*	-1.1
47	CC(=O)c1ccc(OCCn2c(SCC(=O)O)nc3ccccc32)cc1	-0.9	-1.7	1.0	0.0
48	CC1CCCN(S(=O)(=O)c2ccc3c(c2)n(C)c(=O)c(=O)n3C)C1 (stereo not drawn)	-7.4	-6.6	·	·

No.	CASP6 VEID inh	LGR2 antag	FN deposit inh
37	-1.6	8.7	·
38	-50.6	-5.0	-6.8
39	-0.2	-9.4	-1.8
40	1.0	9.5	·
41	-1.5	-11.4	8.6
42	-1.5	8.8	·
43	3.7	7.7	1.6
44	-1.9	-13.1	2.7
45	-18.4	-3.0	-1.6
46	-2.3	-41.0	3.4
47	5.5	-7.4	1.0
48	-2.5	6.7	-1.5

# The list continues:
No.	Molecule	SIRT5 inh	S100A4 inh HTS	esBAF inh	C2C12 statin
49	Cc1ccc2c(c1)c1c3n2CCN(C=O)C3CCC1 (stereo not drawn)	-0.1	-6.6	1.4	-4.0
50	C[C@H]1CN([C@@H](C)CO)C(=O)c2cc(NS(=O)(=O)c3ccc(Cl)cc3)ccc2O[C@H]1CN(C)C(=O)Nc1ccc(C(F)(F)F)cc1	·	·	-3.0	-32.7
51	C[C@H]1CN([C@@H](C)CO)C(=O)c2cc(NC(=O)CCC(F)(F)F)ccc2O[C@H]1CN(C)S(=O)(=O)c1ccccc1	-0.9	-3.3	1.3	7.8
52	N#C[C@H]1[C@H](c2ccc(-c3ccccc3F)cc2)[C@@H](CO)N1C(=O)C1CC1	·	4.8	4.6	7.2
53	C[C@H]1CN([C@@H](C)CO)S(=O)(=O)c2ccc(C#CC3CCCC3)cc2O[C@H]1CN(C)C(=O)Nc1cc(F)ccc1F	0.4	2.2	1.7	23.4

No.	CASP6 VEID inh	LGR2 antag	FN deposit inh
49	-2.2	-8.6	5.7
50	·	2.7	·
51	2.0	-9.0	·
52	-0.9	-1.9	5.5
53	1.8	0.8	·
